DNMT1 block: human DNMT1 methyltransferase inhibitors, primary screen, biochemical, molecular beacon, fluorescence, HinP1I cleavage, uHTS | DNA (cytosine-5)-methyltransferase 1 (Homo sapiens), P26358 | inhibition (reported as % activation of signal), % at 10 µM | 360,000 compounds, 0.83% hits | AID 588458, 2011; in the data active = inhibition above about 50%
MsrA inhibitor: bovine MsrA enzyme inhibitors, primary screen, biochemical, absorbance, HTS; AID 651718, 2012; Methionine sulfoxide reductase A (Bos taurus); inhibition, % at 15.5 µM; purified bovine MsrA, absorbance read-out; 360,000 compounds, 0.75% hits; in the data active = inhibition above about 4.5%;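 also: 0% = vehicle wells with enzyme and 100% = reference inhibitor wells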
LMPTP inh: LMPTP phosphatase inhibitors, primary screen, biochemical, fluorescence intensity, uHTS; AID 651560, 2012; 360,000 compounds, 0.22% hits; inhibition, % at 20 µM; Low molecular weight phosphotyrosine protein phosphatase (Homo sapiens), P24666; recombinant LMPTP-A, OMFP fluorogenic substrate;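 active = compounds that cut the enzyme signal by at least half of the control window in the single-dose screen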;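 also: plate controls were DMSO wells with enzyme plus substrate for no effect and substrate without enzyme for full effect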
Target sequence (P24666 whole entry, looked up): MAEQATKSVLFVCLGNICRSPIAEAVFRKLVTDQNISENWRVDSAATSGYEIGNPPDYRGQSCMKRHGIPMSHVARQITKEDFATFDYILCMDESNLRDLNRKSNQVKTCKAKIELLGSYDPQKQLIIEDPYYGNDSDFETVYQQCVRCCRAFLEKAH
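Material: LMPTP-A; amount: 0.625 nM enzyme; doses: single 20 µM dose; times: reaction 50 min, room temperature, dark; technique: fluorescence intensity of OMFP turnover product; benchmarks: no-enzyme and uninhibited controls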
SUMO1-SIM PPI: modulators of SUMO1 protein-protein interactions, primary screen, biochemical, uHTS | Small ubiquitin-related modifier 1 (Homo sapiens), P63165 | SUMO1 binding to a labelled peptide, TR-FRET, 1 h | inhibition, % at 20 µM | 360,000 compounds, 0.33% hits | AID 602429, 2012; in the data active = inhibition above about 37%
Target sequence (P63165 whole entry, looked up): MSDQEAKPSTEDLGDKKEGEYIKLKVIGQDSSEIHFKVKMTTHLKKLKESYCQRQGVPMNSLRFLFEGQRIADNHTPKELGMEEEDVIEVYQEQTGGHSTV
CendR NRP1 mod: modulators of CendR peptide binding to NRP-1, primary screen, biochemical, fluorescence polarization, uHTS. inhibition, % at 25 µM. Neuropilin-1 (Homo sapiens), O14786. AID 602438, 2012. 360,000 compounds, 0.85% hits. FAM-RPARPAR peptide binding to NRP-1;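 active = inhibition or corrected inhibition above about 18%, plus a signal ratio from 0.5 to 1.5, limit read from the data, passing the limit was not always enough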; also: strong numbers were not always called active
E coli Lon inh: inhibitors of E. coli Lon protease, primary screen, biochemical, fluorescence polarization. purified E. coli Lon protease. 360,000 compounds, 0.42% hits. P0A9M0. inhibition, % at 7.94 µM; in the data active = inhibition above about 13%, passing the limit was not always enough;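 also: 0% = enzyme with probe and DMSO and 100% = no enzyme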
Scp1 inh: Scp-1 phosphatase inhibitors, primary screen, biochemical, colorimetric, uHTS | Carboxy-terminal domain RNA polymerase II polypeptide A small phosphatase 1 (Homo … | Recombinant Scp1, phosphopeptide, malachite green phosphate absorbance | inhibition, % at 20 µM | 340,000 compounds, 0.88% hits;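 active = inhibition above about 50% at 20 µM, limit read from the data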;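 also: plate controls were DMSO wells with enzyme for no effect and wells lacking enzyme for full effect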
Target sequence (Q9GZU7 76-261 limits assumed): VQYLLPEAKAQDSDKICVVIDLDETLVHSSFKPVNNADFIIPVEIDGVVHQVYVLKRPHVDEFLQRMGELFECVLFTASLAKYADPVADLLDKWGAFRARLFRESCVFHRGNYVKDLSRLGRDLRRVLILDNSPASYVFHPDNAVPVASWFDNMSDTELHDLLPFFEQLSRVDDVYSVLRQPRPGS
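System: truncated SCP-1 phosphatase (76-261aa); medium: Tris acetate buffer pH 5.5 with MgCl2 and Tween-20; incubation: 45 min room-temperature reaction, 5 min colour, 30 min stabiliser; compound: single 20 µM dose, 1% DMSO; reagent: Phosphorylated 17-residue peptide substrate; read-out: % inhibition at 20 µM; technique: colorimetric free-phosphate detection, absorbance 630 nm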
bovine MsrA act: bovine MsrA enzyme activators, primary screen, biochemical, absorbance, HTS | activation, % at 10.6 µM | AID 602163, 2012 | 360,000 compounds, 0.3% hits | purified bovine MsrA, absorbance read-out; in the data active = activation above about 7.5%;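 also: 0% = vehicle and 100% = reference activator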
TbMetRS inhib: T. brucei MetRS inhibitors, primary screen, biochemical, luminescence. inhibition, % at 11.9 µM. purified T. brucei MetRS, ATP depletion, Kinase-Glo luminescence. AID 624268, 2012. methionyl-tRNA synthetase (Trypanosoma brucei brucei). 360,000 compounds, 0.4% hits;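 active = inhibition above a per-plate cutoff of the control wells' mean inhibition plus 3 SD, cut at about 5.5% in these data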;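 also: 0% = DMSO wells median and 100% = median of wells with control inhibitor compound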
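Dosing: 11.9 µM compound single dose, 0.9% DMSO; Assay system: purified T. brucei MetRS enzyme; Measured by: Kinase-Glo luciferase luminescence reporting remaining unconsumed ATP; Schedule: 15 min plus 2 h at 25 °C.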
STEP block: STEP phosphatase inhibitors, primary screen, biochemical, fluorescence intensity, uHTS; Tyrosine-protein phosphatase non-receptor type 5 (Homo sapiens), P54829; recombinant STEP, OMFP fluorogenic substrate; inhibition, % at 20 µM; 360,000 compounds, 0.25% hits; AID 588621, 2011;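 active = inhibition at 20 µM, scaled per plate between control wells, above about 37%, limit read from the data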;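 also: 0% = DMSO with enzyme and substrate and 100% = substrate only without enzyme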
Target sequence (P54829 whole entry, looked up): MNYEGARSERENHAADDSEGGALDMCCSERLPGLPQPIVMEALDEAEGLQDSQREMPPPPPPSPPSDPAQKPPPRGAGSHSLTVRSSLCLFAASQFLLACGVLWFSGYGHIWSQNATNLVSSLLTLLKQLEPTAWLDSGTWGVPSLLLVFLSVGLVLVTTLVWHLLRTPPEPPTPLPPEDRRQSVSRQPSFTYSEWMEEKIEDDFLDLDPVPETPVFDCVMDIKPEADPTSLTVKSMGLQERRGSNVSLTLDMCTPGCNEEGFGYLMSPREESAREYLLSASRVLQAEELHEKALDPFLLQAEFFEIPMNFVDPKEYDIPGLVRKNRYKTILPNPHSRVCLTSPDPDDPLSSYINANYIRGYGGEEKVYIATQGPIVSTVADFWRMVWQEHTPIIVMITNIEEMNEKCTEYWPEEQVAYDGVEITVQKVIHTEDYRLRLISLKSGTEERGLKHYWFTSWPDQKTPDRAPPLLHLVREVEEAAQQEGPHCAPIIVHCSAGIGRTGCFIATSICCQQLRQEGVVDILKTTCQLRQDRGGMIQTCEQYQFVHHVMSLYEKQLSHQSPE
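Assay system: isolated STEP enzyme / Timing: 20 min at room temperature, dark / Doses: 20 µM, 1% DMSO / Technique: fluorescence intensity, excitation 480 nm, emission 540 nm / Reagent: fluorogenic phosphatase substrate OMFP at 25 µM final / Measure: percent inhibition scaled to no-enzyme and uninhibited-enzyme controls, plate-pattern corrected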
Active calls of the source: *; . = no result given.

SUMO1-SIM PPI	CendR NRP1 mod	MsrA inhibitor	STEP block	LMPTP inh	DNMT1 block	Scp1 inh	E coli Lon inh	bovine MsrA act	TbMetRS inhib	Molecule
-2	4	0.4	2	-1.2	0	-4	-8	-11	-1.6	COC(=O)c1ccccc1NC(=O)C(C)NS(=O)(=O)c1ccc(OC)cc1 (centres undefined)
-18	9	-0.1	-6	0.4	3	-5	6	-5	-0.1	Cc1nc([N+](=O)[O-])c(C(=O)OCc2ccccc2C#N)n1C
-1	9	0.1	5	-1.2	1	3	-2	0	0.2	Cc1ccc(S(=O)(=O)NCCCOC(=O)Nc2ccncc2)cc1
5	6	2.8	4	1.7	-6	-7	-3	-2	0.4	CCOC(=O)c1cc(-c2ccccc2)n(CCC(=O)N2CCN(c3ccccc3OC)CC2)c1C
-9	2	-0.1	3	-2.1	0	-7	-12	-2	0.2	CCN(Cc1ccncc1)C(=S)Nc1ccc(Cl)cc1
-9	-29	1.2	0	-2.1	-6	-7	7	1	0.1	CCn1c(C)cc2c(c1=O)C(c1ccccc1Br)C(C#N)=C(N)O2 (centres undefined)
0	4	0.4	0	-1.4	-2	-11	7	-2	-0.2	COc1ccc(C2C(C(=O)N3CCN(c4ccccc4F)CC3)c3ccccc3C(=O)N2C)cc1 (centres undefined)
-18	6	3.3	0	-0.3	11	1	-1	-1	0.0	O=C(COC(=O)/C=C/c1ccco1)NCc1ccc(Cl)cc1
3	-5	0.1	1	0.1	2	-1	8	1	0.4	Cc1nc2c(cnn2-c2ccccc2)c(=O)n1/N=C/c1ccccc1
7	-1	-0.1	0	2.3	3	1	0	-8	-1.0	CCOC(=O)c1cc2c(N)c(C(=O)c3cc(C#N)c(SC)nc3C)sc2nc1C
-5	2	-1.1	1	-1.7	3	-1	-7	-7	-1.7	CC(=O)Nc1cccc(C(=O)N/N=C/c2ccccc2F)c1
-4	-8	-0.7	-1	-1.0	4	-9	-7	-4	-0.3	COc1ccc(C(=O)N2CCN(C)C(=O)[C@@H]2C)cc1OC1CCN(C(C)C)CC1
6	-8	1.0	8	0.8	-2	-5	-1	-2	0.1	CC(C)n1c(SCCCc2ccccc2)nc2c1c(=O)[nH]c(=O)n2C
-12	2	2.4	-3	3.7	-7	5	-5	-9	-1.2	Cc1ccc(NC(=O)Cn2c(/C=C/c3ccccc3)nc3ccccc32)cc1C
3	2	0.2	3	-1.4	4	8	2	0	-0.3	COc1ccc(CCNc2ncnc3sc(C)cc23)cc1OC

Quoted from the listing.
STEP block with COc1ccc(C2C(C(=O)N3CCN(c4ccccc4F)CC3)c3ccccc3C(=O)N2C)cc1 (centres undefined) → 0
MsrA inhibitor with Cc1nc([N+](=O)[O-])c(C(=O)OCc2ccccc2C#N)n1C → -0.1
CendR NRP1 mod with Cc1ccc(S(=O)(=O)NCCCOC(=O)Nc2ccncc2)cc1 → 9

(continued)
SUMO1-SIM PPI	CendR NRP1 mod	MsrA inhibitor	STEP block	LMPTP inh	DNMT1 block	Scp1 inh	E coli Lon inh	bovine MsrA act	TbMetRS inhib	Molecule
1	1	0.2	1	1.3	-4	0	-1	-6	-0.6	COc1ccc(-c2nnc(SCc3nnc(-c4ccc(Cl)cc4)o3)n2-c2ccccc2)cc1
1	-2	-0.9	0	0.0	3	1	2	-1	0.3	COc1ncnc(NS(=O)(=O)c2ccc(N)cc2)c1OC
-24	4	2.3	3	0.8	-3	-8	-9	-5	0.0	COc1ccc([N+](=O)[O-])cc1NC(=O)C(C)NNC(=O)c1cccc([N+](=O)[O-])c1 (centres undefined)
-13	4	0.5	-1	-1.7	-7	4	1	-3	-0.1	Nc1nc(N)c(N=Nc2ccc(SCC(=O)O)cc2)c(=O)[nH]1
5	11	0.6	0	-3.7	1	-1	-2	-9	-0.9	CCOC(=O)c1c(N)sc(C(N)=O)c1C
1	-6	-0.4	-2	-1.0	0	-4	-8	1	0.3	COCC(=O)Nc1cc(Cl)c(OC)cc1OC
-1	-6	-0.9	1	-2.1	0	-7	-4	-5	-0.7	COc1ccc(N2CCN(CC(O)COCc3ccccc3)CC2)cc1 (centres undefined)
-1	2	-0.4	4	5.9	-4	-8	-5	-1	0.2	CC(C)(C)OC(=O)N(CCc1ccccc1)Cc1ccc(OCc2cccc(NC(=O)C3CC3)c2)cc1
4	1	-0.8	-2	-1.6	3	-1	-2	-1	-0.4	CN(C)CC(O)CN1C(=O)NC(C)(C)C1=O (centres undefined)
-1	8	1.5	2	1.7	-9	-7	-6	-3	1.1	O=C(c1cccs1)N1CCc2c([nH]c3ccccc23)C1c1ccc(Cl)cc1 (centres undefined)
-5	1	0.6	9	0.7	-1	-2	18	-3	-0.8	O=C(c1ccncc1)c1ccc(NC(=O)c2cccs2)cc1
-3	11	0.7	-2	-0.2	1	-5	-9	-1	0.0	Cc1ccc(S(=O)(=O)Nc2cccc(C(=O)NCc3cccnc3)c2)cc1F
2	-11	-0.7	0	0.1	-9	-4	1	-3	-0.7	CCN(CC)C(=O)[C@H]1C[C@H](CC(=O)NCc2ccc(OC)c(OC)c2)C(=O)N2CCc3c([nH]c4ccc(Cl)cc34)[C@]12C
-13	-16	0.6	-1	-1.3	2	-4	0	2	-0.5	COc1ccc(-n2nc(C(=O)NCC(=O)NCc3ccco3)c3ccccc3c2=O)cc1
2	-11	-0.5	6	-4.4	4	-1	9	3	0.0	Cn1c(C(N)=O)cnc1Sc1ncc(C(F)(F)F)cc1Cl

Whole records, looked up by structure. Order of screens: SUMO1-SIM PPI, CendR NRP1 mod, MsrA inhibitor, STEP block, LMPTP inh, DNMT1 block, Scp1 inh, E coli Lon inh, bovine MsrA act, TbMetRS inhib
`COc1ccc([N+](=O)[O-])cc1NC(=O)C(C)NNC(=O)c1cccc([N+](=O)[O-])c1` (centres undefined) in the list: -24, 4, 2.3, 3, 0.8, -3, -8, -9, -5, 0.0
`Cc1ccc(S(=O)(=O)Nc2cccc(C(=O)NCc3cccnc3)c2)cc1F` in the list: -3, 11, 0.7, -2, -0.2, 1, -5, -9, -1, 0.0
`COc1ncnc(NS(=O)(=O)c2ccc(N)cc2)c1OC` in the list: 1, -2, -0.9, 0, 0.0, 3, 1, 2, -1, 0.3
`COc1ccc(-n2nc(C(=O)NCC(=O)NCc3ccco3)c3ccccc3c2=O)cc1` in the list: -13, -16, 0.6, -1, -1.3, 2, -4, 0, 2, -0.5
`COc1ccc(N2CCN(CC(O)COCc3ccccc3)CC2)cc1` (centres undefined) in the list: -1, -6, -0.9, 1, -2.1, 0, -7, -4, -5, -0.7

Further entries follow:
SUMO1-SIM PPI	CendR NRP1 mod	MsrA inhibitor	STEP block	LMPTP inh	DNMT1 block	Scp1 inh	E coli Lon inh	bovine MsrA act	TbMetRS inhib	Molecule
2	-2	-0.1	-1	-1.3	6	-2	-4	-1	-0.4	O=C(c1cccc(S(=O)(=O)N2CCCC2)c1)N1CCOCC1
0	0	1.1	2	-1.1	-2	-4	-7	-1	-0.8	Cc1nnc(-c2cnn(-c3ccccc3)c2N)n1Cc1ccccc1
-3	9	1.5	1	-3.2	2	-1	-1	-2	-0.2	CC(C)C[C@@H](CO)N1CCN(C)CCC1=O
-1	2	0.2	-1	-1.2	7	-21	1	-2	-0.3	COc1ccccc1C(=O)COC(=O)Cc1ccccc1F
2	-6	-0.3	-3	-1.1	2	-4	-1	0	0.1	CNC1(C)[C@H]2CC[C@H](C2)C1(C)C (some centres undefined)
2	3	1.1	1	0.4	-3	-12	-4	-1	-0.8	Cc1cccc(C(=O)OCC(=O)NC(C)CCc2ccccc2)c1O (centres undefined)
4	1	0.8	-2	0.5	5	-2	0	-1	-0.3	COC1C(C)=C(C)C(=O)N1Cc1ccc(F)cc1 (centres undefined)
-5	-1	-0.5	3	-0.3	-6	-5	6	-2	-0.2	CCn1c(CNc2ccc(OC)cc2)nnc1SCC(=O)N1CCCc2ccccc21
1	-2	0.0	-1	1.2	3	0	-2	-3	1.1	COC(=O)COc1ccc(-c2ccccc2)cc1C=O
-2	6	-0.4	-1	-0.3	-1	.	16	-3	-0.2	COCCNC(=O)C1CCCN(Cc2ccc(C(C)C)cc2)CC1 (centres undefined)
1	-4	2.2	-5	1.8	66*	-9	-2	-2	-0.3	CC1(C)Cc2c(C#N)c(NCCCO)nc(-c3ccccc3)c2CO1
2	6	-1.1	-1	-0.2	-1	2	1	-6	-0.8	CC(C)Oc1ccc(OCCn2c(S(=O)(=O)O)nc3c(N)ncnc32)cc1
0	0	-1.5	-2	0.3	0	1	-1	-4	-0.6	CCOC(=O)c1ccccc1NC(=O)CSc1nc2[nH]ncc2c(=O)[nH]1
1	-19	-1.1	-2	-1.0	2	-3	7	1	-0.5	Cc1nc(NC(=O)CSc2nnc(Cn3nnc4ccccc43)n2C)sc1C
0	-37	0.9	-5	1.3	5	-4	-4	4	-0.6	COC(=O)c1sc2ncccc2c1OCc1c(Cl)cccc1Cl
0	3	0.2	-1	0.3	-1	-6	0	-4	-0.3	COC(=O)N(NC(=O)C(O)(CCC(C)C)CCC(C)C)c1ccccc1
1	-10	-1.3	0	2.1	0	-12	-6	-4	0.6	CCCCOc1ccc(CSCCNC(=S)Nc2ccccc2)cc1
3	-69	-0.7	-3	0.2	-3	-2	69*	-3	1.1	COc1cccc(CN2CC(C(=O)N(C)Cc3nc4ccc(F)cc4[nH]3)CCC2=O)c1 (centres undefined)

Source: PubChem
